# High-throughput results as filed in PubChem.
# Tb MetRS inh – blocks T. brucei methionyl-tRNA synthetase activity. purified T. brucei MetRS, ATP depletion, Kinase-Glo luminescence. inhibition, % at 11.9 µM. hit rate 0.4% among 360,000. AID 624268;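 active = inhibition above a per-plate cutoff of the control wells' mean inhibition plus 3 SD, cut at about 5.5% in these data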;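 also: 0% = DMSO wells median and 100% = median of wells with control inhibitor compound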
#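 Assay system: T. brucei methionyl-tRNA synthetase, purified | Medium: HEPES buffer with MgCl2, KCl, DTT, spermine, BSA, pyrophosphatase | Compound: 11.9 µM single point | Incubation: 15 min enzyme-compound preincubation, 2 h reaction, 10 min detection, 25 °C | Measured by: Kinase-Glo luciferase luminescence reporting remaining unconsumed ATP | Measure: % inhibition normalized to control-well medians | Replication: Singlicate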
# LMPTP block – blocks human LMPTP phosphatase; P24666; recombinant LMPTP-A, OMFP fluorogenic substrate, fluorescence intensity; inhibition, % at 20 µM; hit rate 0.22% among 360,000; AID 651560;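 active = compounds that cut the enzyme signal by at least half of the control window in the single-dose screen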;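 also: plate controls were DMSO wells with enzyme plus substrate for no effect and substrate without enzyme for full effect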
#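 Material: LMPTP-A; amount: 0.625 nM enzyme; doses: single 20 µM dose; times: reaction 50 min, room temperature, dark; technique: fluorescence intensity of OMFP turnover product; benchmarks: no-enzyme and uninhibited controls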
# Scp-1 inhibitor – Scp-1 (human) phosphatase inhibition; inhibition, % at 20 µM; hit rate 0.88% among 340,000; AID 493091; Recombinant Scp1, phosphopeptide, malachite green phosphate absorbance; Q9GZU7;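 active = inhibition above about 50% at 20 µM, limit read from the data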;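 also: plate controls were DMSO wells with enzyme for no effect and wells lacking enzyme for full effect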
#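 System: truncated SCP-1 phosphatase (76-261aa); medium: Tris acetate buffer pH 5.5 with MgCl2 and Tween-20; incubation: 45 min room-temperature reaction, 5 min colour, 30 min stabiliser; compound: single 20 µM dose, 1% DMSO; reagent: Phosphorylated 17-residue peptide substrate; read-out: % inhibition at 20 µM; technique: colorimetric free-phosphate detection, absorbance 630 nm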
# MsrA inhibitor – inhibits bovine methionine sulfoxide reductase A. purified bovine MsrA, absorbance read-out. hit rate 0.75% among 360,000. AID 651718. inhibition, % at 15.5 µM; in the data active = inhibition above about 4.5%;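 also: 0% = vehicle wells with enzyme and 100% = reference inhibitor wells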
# SUMO1-SIM PPI – modulators of human SUMO1-mediated protein-protein interactions. inhibition, % at 20 µM. hit rate 0.33% among 360,000. P63165. SUMO1 binding to a labelled peptide, TR-FRET, 1 h; in the data active = inhibition above about 37%
# DNMT1 block – inhibitors of human DNMT1 | P26358 | DNMT1 molecular beacon, Hinp1I cleavage, fluorescence | inhibition (reported as % activation of signal), % at 10 µM | hit rate 0.83% among 360,000 | AID 588458; in the data active = inhibition above about 50%
# Target sequence (P26358 504-1616 limits assumed): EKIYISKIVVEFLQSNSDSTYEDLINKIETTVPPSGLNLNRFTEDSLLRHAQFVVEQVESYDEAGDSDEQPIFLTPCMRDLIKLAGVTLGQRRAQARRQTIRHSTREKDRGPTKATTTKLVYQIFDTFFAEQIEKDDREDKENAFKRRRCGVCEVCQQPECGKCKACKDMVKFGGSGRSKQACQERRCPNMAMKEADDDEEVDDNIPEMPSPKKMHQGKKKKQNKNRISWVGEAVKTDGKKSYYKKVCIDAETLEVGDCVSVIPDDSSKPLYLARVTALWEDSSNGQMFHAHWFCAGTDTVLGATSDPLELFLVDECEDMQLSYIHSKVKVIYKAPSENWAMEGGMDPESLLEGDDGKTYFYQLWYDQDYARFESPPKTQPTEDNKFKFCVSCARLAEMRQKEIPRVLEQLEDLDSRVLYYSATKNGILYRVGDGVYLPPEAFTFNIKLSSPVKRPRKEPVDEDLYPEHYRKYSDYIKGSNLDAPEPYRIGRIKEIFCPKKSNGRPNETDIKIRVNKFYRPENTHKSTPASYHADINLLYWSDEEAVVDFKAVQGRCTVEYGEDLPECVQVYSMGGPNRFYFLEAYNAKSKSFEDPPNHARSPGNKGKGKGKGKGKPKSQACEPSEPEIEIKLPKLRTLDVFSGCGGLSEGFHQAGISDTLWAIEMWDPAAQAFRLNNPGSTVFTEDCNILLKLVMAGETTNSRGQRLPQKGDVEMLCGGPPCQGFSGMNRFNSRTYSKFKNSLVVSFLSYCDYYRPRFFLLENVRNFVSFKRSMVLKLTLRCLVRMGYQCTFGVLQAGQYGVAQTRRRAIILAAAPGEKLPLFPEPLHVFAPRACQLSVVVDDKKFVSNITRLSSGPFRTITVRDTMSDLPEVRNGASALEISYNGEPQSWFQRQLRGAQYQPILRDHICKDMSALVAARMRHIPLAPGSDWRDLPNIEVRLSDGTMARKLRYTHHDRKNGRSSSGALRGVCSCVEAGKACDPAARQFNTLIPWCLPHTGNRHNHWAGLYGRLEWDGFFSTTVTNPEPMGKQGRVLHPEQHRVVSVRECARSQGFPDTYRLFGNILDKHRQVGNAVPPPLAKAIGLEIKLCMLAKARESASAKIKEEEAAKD
# eLon inh – E. coli protease La inhibition | purified E. coli Lon protease, fluorescence polarization | hit rate 0.42% among 360,000 | P0A9M0 | inhibition, % at 7.94 µM; in the data active = inhibition above about 13%, passing the limit was not always enough;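 also: 0% = enzyme with probe and DMSO and 100% = no enzyme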
# MsrA act – bovine methionine sulfoxide reductase A activation | hit rate 0.3% among 360,000 | AID 602163 | activation, % at 10.6 µM | purified bovine MsrA, absorbance read-out; in the data active = activation above about 7.5%;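 also: 0% = vehicle and 100% = reference activator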
# NRP1-CendR mod – alters CendR peptide binding to human NRP-1. O14786. inhibition, % at 25 µM. FAM-RPARPAR peptide binding to NRP-1, fluorescence polarization. hit rate 0.85% among 360,000;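 active = inhibition or corrected inhibition above about 18%, plus a signal ratio from 0.5 to 1.5, limit read from the data, passing the limit was not always enough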; also: strong numbers were not always called active
# STEP block – blocks human striatal-enriched tyrosine phosphatase. P54829. recombinant STEP, OMFP fluorogenic substrate, fluorescence. inhibition, % at 20 µM. hit rate 0.25% among 360,000. AID 588621;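 active = inhibition at 20 µM, scaled per plate between control wells, above about 37%, limit read from the data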;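 also: 0% = DMSO with enzyme and substrate and 100% = substrate only without enzyme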
#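 Assay system: isolated STEP enzyme / Timing: 20 min at room temperature, dark / Doses: 20 µM, 1% DMSO / Technique: fluorescence intensity, excitation 480 nm, emission 540 nm / Reagent: fluorogenic phosphatase substrate OMFP at 25 µM final / Measure: percent inhibition scaled to no-enzyme and uninhibited-enzyme controls, plate-pattern corrected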
# * = called active by the depositor; · = not tested or not shown.
nr	SMILES	Tb MetRS inh	LMPTP block	Scp-1 inhibitor	MsrA inhibitor	SUMO1-SIM PPI	DNMT1 block	eLon inh	MsrA act	NRP1-CendR mod	STEP block
1	CC(NS(C)(=O)=O)C(c1cccs1)N1CCN(c2ccccc2)CC1 (centres undefined)	-0.9	-1.2	-4	-0.5	1	0	-6	-9	7	1
2	O=C(c1ccco1)N1CCN(C(c2ccc(Cl)cc2)c2nnnn2Cc2ccccc2)CC1 (centres undefined)	-0.3	2.2	6	0.8	3	1	2	-2	8	3
3	COCCCn1c(=O)c2ccccc2n(Cc2ccc(C)cc2)c1=O	-0.4	-1.2	-11	-0.4	-3	4	1	-3	-2	2
4	Cc1ccc(Nc2nc3nonc3[nH]c2=O)cc1	0.1	-0.6	-2	1.8	-7	1	-2	-2	3	1
5	O=C(O)CC(Cc1ccc(Br)cc1)C(=O)Nc1ccccc1 (centres undefined)	0.5	-0.8	-9	-0.6	3	1	-4	-3	-3	1
6	O=C(NCCCC1CCCC1)C1CCC(=O)N(Cc2cccc(C(F)(F)F)c2)C1 (centres undefined)	-0.3	2.2	-9	0.2	-3	-1	3	1	1	0
7	COc1ccc(NC(=O)c2cc(C3CCCCN3C(=O)c3ccc4c(c3)CCO4)on2)c(C)c1 (centres undefined)	0.0	-1.1	·	0.2	3	-1	-9	1	8	-2
8	COc1cc2c(cc1OC)/C(=C/C(=O)c1ccc([N+](=O)[O-])c(C)c1)NCC2	-1.1	2.5	-7	-0.5	-18	-9	-7	-2	-70	5

# Pulled one by one from the list above (2):
nr	SMILES	Tb MetRS inh	LMPTP block	Scp-1 inhibitor	MsrA inhibitor	SUMO1-SIM PPI	DNMT1 block	eLon inh	MsrA act	NRP1-CendR mod	STEP block
4	Cc1ccc(Nc2nc3nonc3[nH]c2=O)cc1	0.1	-0.6	-2	1.8	-7	1	-2	-2	3	1
1	CC(NS(C)(=O)=O)C(c1cccs1)N1CCN(c2ccccc2)CC1 (centres undefined)	-0.9	-1.2	-4	-0.5	1	0	-6	-9	7	1

# Next part
nr	SMILES	Tb MetRS inh	LMPTP block	Scp-1 inhibitor	MsrA inhibitor	SUMO1-SIM PPI	DNMT1 block	eLon inh	MsrA act	NRP1-CendR mod	STEP block
9	COCCn1c(Cc2ccccc2)nnc1SCc1nc2ccccc2c(=O)[nH]1	-1.0	-1.5	-1	0.6	-4	-1	-3	-6	-11	-1
10	O=C(CCC(=O)NNc1nc2ccccc2c2nc(-c3ccccc3)nn12)NCCCN1CCCC1=O	0.6	0.2	10	-0.6	7	0	1	-2	-4	2
11	N#Cc1ccc(N[C@@H]2CCN3C(=O)c4ccccc4[C@@H]3C[C@H]2O)cc1	-2.1	0.5	18	0.8	4	-2	-6	-12	-20	-2
12	CC12CCC(C(=O)Nc3cc(F)ccc3F)(CC1=O)C2(C)C (centres undefined)	-0.8	1.3	-2	-0.9	0	0	8	-4	-4	-4
13	Nc1nc(SCc2ccc3c(c2)OCO3)n[nH]1	-1.9	0.0	-4	0.5	1	0	-6	-10	-2	-1
14	COc1ccc(CCNC(=O)COC(=O)c2ccc(N3CCCC3=O)cc2)cc1	-1.0	0.5	-3	0.7	3	3	-11	-3	8	-2
15	C[C@@H]1CN([C@@H](C)CO)C(=O)CCCn2nncc2CO[C@@H]1CN(C)S(=O)(=O)c1ccc(-n2cccn2)cc1	-0.9	-2.9	·	1.1	4	10	-5	-4	-10	-4
16	CN(C)/C=N/S(=O)(=O)c1cccn1-c1ncc(C(F)(F)F)cc1Cl	-0.4	-0.4	-10	-0.4	3	0	-3	-1	-11	1
17	C=CCNC(=S)N/N=C/c1ccc(-c2ccc(Br)cc2)o1	-1.4	1.1	-3	2.8	0	-2	-11	-7	-3	-2
18	Cc1cc2nc(CS(=O)(=O)c3ccccc3)cc(=O)n2[nH]1	0.4	-2.0	-5	0.3	1	2	-2	-4	-20	2
19	Cc1c(NS(=O)(=O)c2cccc(C(=O)NCc3cccc(Cl)c3)c2)c(=O)n(-c2ccccc2)n1C	18*	-1.4	0	0.4	5	-1	-17	0	1	-2
20	Cc1cc(=O)[nH]c(N/N=C/c2c(F)c(F)c(F)c(F)c2F)n1	-1.6	0.6	-10	1.1	-20	2	2	0	2	2
21	COCCNC(=O)C(c1ccc(O)cc1)N(Cc1cccs1)C(=O)CCC(=O)Nc1ccccn1 (centres undefined)	-0.4	0.0	1	-0.7	2	2	-1	-2	11	-2
22	CN1CCN(S(=O)(=O)c2cccc(C(=O)N(C)C(c3ccccc3)c3ccccc3)c2)CC1	-0.1	-12	-10	-0.4	-25	-3	-11	-3	12	0
23	O=C(Nc1ccc(Oc2ccccc2)nc1)C1CCCCN1Cc1ccc(O)cc1 (centres undefined)	-0.3	-0.8	·	-0.2	6	-3	1	-3	19	1
24	CCC(C)(C)NC(=O)C(c1ccc(C)cc1)N(CCN1CCOCC1)C(=O)CNC(=O)c1cccs1 (centres undefined)	-0.3	-1.1	-1	1.4	-4	7	1	1	9	4
25	CCOC(=O)C1(Cc2cccc(F)c2)CCN(C(=O)C2CCC2)CC1	-0.6	1.5	-1	-0.5	-3	1	-5	-5	1	0
26	Cc1ccc(C(=O)NCc2ccco2)cc1S(=O)(=O)N1CCOCC1	0.0	-0.2	1	-0.3	5	4	-6	-1	0	1
27	CCN1CCN(c2nc3c(c(=O)n(C)c(=O)n3C)n2CCSc2nccc(C)n2)CC1	0.4	-0.2	-8	-0.8	4	-1	-5	3	2	0
28	Cc1cc(Nc2ccccc2)nc(N2CCN(C(=O)c3ccc4c(c3)OCO4)CC2)n1	-0.5	3.9	7	-0.3	2	7	2	-7	1	0
29	COC(=O)c1c(NC(=O)c2ccc(S(=O)(=O)N3CC(C)OC(C)C3)cc2)sc2c1CCN(C)C2 (centres undefined)	0.2	0.6	·	0.7	-23	22	-242	-4	-199	4
30	N#Cc1ccncc1S(=O)c1ccc(Cl)cc1 (centres undefined)	0.5	-0.8	-3	1.1	-11	0	-16	0	10	2
31	CCCN1CCN(C(=O)CCc2nnc3ccc(N4CCN(c5cccc(OC)c5)CC4)nn23)CC1	-1.0	0.3	-12	0.6	8	-4	-8	1	4	-1
32	O=C(O)CCn1[nH]c(=O)ccc1=O	-1.0	-1.3	-13	0.9	0	0	1	-3	6	1

# From compound 25 as far as 29, as listed above:
nr	SMILES	Tb MetRS inh	LMPTP block	Scp-1 inhibitor	MsrA inhibitor	SUMO1-SIM PPI	DNMT1 block	eLon inh	MsrA act	NRP1-CendR mod	STEP block
25	CCOC(=O)C1(Cc2cccc(F)c2)CCN(C(=O)C2CCC2)CC1	-0.6	1.5	-1	-0.5	-3	1	-5	-5	1	0
26	Cc1ccc(C(=O)NCc2ccco2)cc1S(=O)(=O)N1CCOCC1	0.0	-0.2	1	-0.3	5	4	-6	-1	0	1
27	CCN1CCN(c2nc3c(c(=O)n(C)c(=O)n3C)n2CCSc2nccc(C)n2)CC1	0.4	-0.2	-8	-0.8	4	-1	-5	3	2	0
28	Cc1cc(Nc2ccccc2)nc(N2CCN(C(=O)c3ccc4c(c3)OCO4)CC2)n1	-0.5	3.9	7	-0.3	2	7	2	-7	1	0
29	COC(=O)c1c(NC(=O)c2ccc(S(=O)(=O)N3CC(C)OC(C)C3)cc2)sc2c1CCN(C)C2 (centres undefined)	0.2	0.6	·	0.7	-23	22	-242	-4	-199	4

# The list goes on.
nr	SMILES	Tb MetRS inh	LMPTP block	Scp-1 inhibitor	MsrA inhibitor	SUMO1-SIM PPI	DNMT1 block	eLon inh	MsrA act	NRP1-CendR mod	STEP block
33	O=[N+]([O-])c1ccccc1/C=N/N1CCN(c2ccc(Cl)cc2)CC1	-0.8	1.7	-7	-0.4	-5	1	3	-4	-2	-1
34	NC(=S)NNC(=O)c1cccc(Cl)c1	-0.5	0.4	-9	-1.5	-3	-1	-1	2	2	0
35	CCc1ccc2[nH]c(=O)c(C(c3nnnn3CC3CCCO3)N3CCCc4ccccc43)cc2c1 (centres undefined)	-0.8	0.5	-8	1.0	-10	-7	-4	-1	-18	4
36	COCCNC(=O)c1ccc(CS(=O)(=O)c2ccccc2OC)o1	-0.5	-1.4	-5	-0.7	3	0	0	-1	4	-3
37	CCCCn1nc(C(=O)Nc2nc3c(s2)CCCC3)c2ccccc2c1=O	-0.2	0.8	-2	1.6	-2	3	-1	-1	9	-3
38	CCCC1=NCCn2cccc21	0.8	-0.6	-5	0.9	-6	0	7	0	7	6
39	Cc1ccc(C(=O)NCC(=O)OCC(=O)/C=C2\N(C)c3ccccc3C2(C)C)cc1C	0.1	1.6	-9	1.6	0	-6	-3	-4	-28	-2
40	Cc1ccc(NC(=O)c2ccccc2F)cc1S(=O)(=O)N1CCCCCC1	-0.8	-0.3	-5	-1.7	2	-2	2	-8	-14	5
41	Cc1cccc(NC(=O)c2sc(Cl)nc2C)c1C	0.1	-1.0	-17	-0.2	2	7	-13	0	5	-2
42	CCOC(=O)c1ccccc1N=N/C(C(C)=O)=C(/C)O	0.1	0.6	-12	0.9	-19	-3	3	-3	-4	0
43	O=[N+]([O-])c1c(Nc2ccccn2)cc(Cl)c2nonc12	3.5	10	11	1.3	-54	16	52*	-5	137	20
44	O=C(CCCC(=O)OCC(Cl)=C(Cl)Cl)Nc1cccc(F)c1	-0.5	0.5	-14	-0.1	-4	-2	-5	-4	12	-3
45	COc1ccc(-n2nnnc2CNC(=O)C(=O)c2c[nH]c3ccccc23)cc1	-0.1	-0.3	18	1.4	-14	-6	-1	-5	-1	0
46	COC(=O)C(C)(C)ONC(=O)Nc1ccc(Br)cc1	-0.3	-1.0	-4	1.3	1	3	-3	-3	3	-3
47	COc1cccc(CN2CC(C(=O)NC3CCC3)CCC2=O)c1 (centres undefined)	0.0	-0.6	-2	0.1	7	0	-3	-2	16	0
